Screening data (PubChem BioAssay)
S1P4 ag – agonists of human S1P4 receptor; S1P4-expressing cell line, agonist reporter assay; 220,000 compounds, 0.35% hits; O95977; AID 1509; activation, % at 4.98 µM; in the data active = activation above about 11%;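 note: 0% = DMSO vehicle and 100% = reference agonist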
Target sequence (O95977 whole entry, looked up): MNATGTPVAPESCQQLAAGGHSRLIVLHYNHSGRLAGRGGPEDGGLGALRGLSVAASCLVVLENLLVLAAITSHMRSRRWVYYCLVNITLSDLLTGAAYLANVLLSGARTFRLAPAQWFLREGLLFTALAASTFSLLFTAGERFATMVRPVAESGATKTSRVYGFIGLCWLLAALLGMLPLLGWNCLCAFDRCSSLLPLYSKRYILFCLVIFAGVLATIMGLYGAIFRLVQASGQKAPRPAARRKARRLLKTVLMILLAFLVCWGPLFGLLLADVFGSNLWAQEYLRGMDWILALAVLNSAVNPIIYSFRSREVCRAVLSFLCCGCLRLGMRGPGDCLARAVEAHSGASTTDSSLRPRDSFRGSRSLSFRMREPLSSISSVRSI
NPY2 pot ag – human NPY-Y2 potentiation or agonism, primary screen | P49146 | activation, % at 3.6 µM | 220,000 compounds, 0.45% hits | cells expressing NPY-Y2, potentiator/agonist read-out | AID 1359; in the data active = activation above about 27%;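 note: cells stimulated with NPY near EC25 plus isoproterenol at EC100; 0% = vehicle plus submaximal agonist and 100% = vehicle plus saturating agonist; some results beyond the cut were filed as inactive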
Target sequence (P49146 whole entry, looked up): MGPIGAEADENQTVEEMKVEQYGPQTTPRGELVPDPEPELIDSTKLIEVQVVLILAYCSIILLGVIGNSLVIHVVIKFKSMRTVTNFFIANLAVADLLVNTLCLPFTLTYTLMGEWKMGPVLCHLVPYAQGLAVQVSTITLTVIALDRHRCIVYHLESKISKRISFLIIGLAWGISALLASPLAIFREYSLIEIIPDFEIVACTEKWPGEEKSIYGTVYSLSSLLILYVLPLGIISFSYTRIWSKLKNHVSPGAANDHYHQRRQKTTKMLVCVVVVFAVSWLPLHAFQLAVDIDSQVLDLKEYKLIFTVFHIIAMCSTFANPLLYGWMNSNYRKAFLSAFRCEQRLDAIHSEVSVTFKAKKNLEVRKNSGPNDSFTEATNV
BaF3 parental – parental Ba/F3 viability inhibition as JAK2V617F counter-screen. CellTiter-Glo ATP luminescence. inhibition, % at 5.6 µM. 220,000 compounds, 1.1% hits. AID 1486;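 active = inhibition above a per-campaign cutoff, the mean inhibition of all tested compounds plus 3 SD, cut at about 27% in these data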;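 note: 0% = DMSO wells and 100% = JAK Inhibitor I control wells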
NPY-Y1 PAM-ag – human NPY-Y1 potentiation or agonism, primary screen; NPY-Y1 expressing cells, potentiator/agonist activation; P25929; 220,000 compounds, 0.37% hits; activation, % at 3.6 µM; in the data active = activation above about 33%, passing the limit was not always enough;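 note: cells stimulated with NPY at EC10 then isoproterenol at EC100; 0% = low agonist plus stimulus and 100% = saturating agonist plus stimulus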
S1P4 antag – antagonists of human S1P4 receptor. S1P4-expressing cells, antagonist mode, reporter read-out. O95977. inhibition, % at 4.98 µM. 220,000 compounds, 0.26% hits; in the data active = inhibition above about 29%;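 note: 0% = wells stimulated with agonist and 100% = vehicle wells without agonist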
NPY Y1 blocker – blocks the human neuropeptide Y Y1 receptor; AID 1040; HEK293-CNG Y1 cells, membrane potential fluorescence; NPY at EC95, then isoproterenol; 200,000 compounds, 1% hits; inhibition, % at 3.6 µM; P25929;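 active = inhibition above the campaign mean inhibition of all tested compounds plus 3 SD, cut at about 20% in these data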;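 note: 0% = DMSO wells given NPY plus isoproterenol and 100% = isoproterenol alone without NPY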
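Material: HEK293 cells co-expressing NPY Y1 receptor and cyclic-nucleotide gated channel. Timing: compound incubation 1 h at room temperature, readout 45 min post-stimulation. Signal: fluorescence, membrane potential probe.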
p47phox inh – blocks human p47phox regulatory protein of NADPH oxidases; P14598; p47phox/p22phox peptide binding, fluorescence polarization, 2 h; inhibition, % at 24.7 µM; 220,000 compounds, 0.53% hits;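 active = inhibition above about 30%, limit read from the data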;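 note: 0% = p47phox with labelled peptide and 100% = labelled peptide alone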
Ba/F3 V617F tox – reduce viability of Ba/F3 cells dependent on JAK2V617F. Ba/F3 EpoR-JAK2V617F viability, ATP luminescence. inhibition, % at 5.6 µM. 220,000 compounds, 1.1% hits. AID 1446;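 active = inhibition above the campaign mean plus 3 SD over all tested compounds, cut at about 24% in these data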;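 note: cytokine-independent growth of Ba/F3 cells driven by EpoR plus mutant JAK2; 0% = DMSO-treated cells and 100% = JAK inhibitor I control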
CHOP inh – CHOP inhibition in unfolded protein response; CHO-K1 CHOP-promoter luciferase, tunicamycin-induced, 15-18 h; inhibition, % at 10 µM; 220,000 compounds, 3.8% hits;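 active = compounds that reduced the stress-induced luciferase reporter signal by more than about 70% of percent inhibition, limit read from the data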;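 note: 0% = tunicamycin plus vehicle and 100% = wells without tunicamycin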
Starred values were filed as active, the others as inactive; nt = not tested or not shown.

(1) O=C(OCc1ccccc1)N1CCCC1/C=C/CN1CCOCC1 (stereo not given)
(2) c1ccc2[nH]c(NN=C3CCCCCC3)nc2c1
(3) O=C(NC(Cc1c[nH]c2ccccc12)C(=O)O)c1ccccc1 (stereo not given)
(4) COc1ccc2cnn(-c3ccc(OC(F)(F)Cl)cc3)c(=O)c2c1OC
(5) O=Cc1ccc(N2CCCC2)o1
(6) CC1CN(c2nc3ccccn3c(=O)c2C=O)CC(C)O1 (stereo not given)
(7) COc1c(S(=O)(=O)Nc2cccnc2)ccc(Cl)c1Cl
(8) Cc1ccc(-n2c(-c3ccncc3)n[nH]c2=S)cc1C
(9) Cc1noc(NS(=O)(=O)c2ccc(N/C=C\C(=O)c3ccc(Br)cc3)cc2)c1C
(10) CCN(CC)c1ccc2c(Cl)cc(=O)oc2c1

entry no.	1	2	3	4	5	6	7	8	9	10
S1P4 ag	-1.2	1.1	5.3	1.1	1.2	-1.4	0.5	1.4	-1.3	6.2
NPY2 pot ag	1.9	-6.0	-1.0	4.1	-4.3	11.1	-0.1	-7.3	-11.0	-14.5
BaF3 parental	1.9	1.2	2.2	-6.5	10.4	11.5	5.5	2.9	5.4	0.6
NPY-Y1 PAM-ag	-9.9	-9.8	-9.2	-1.1	19.5	-3.0	5.4	0.3	2.6	9.4
S1P4 antag	9.8	-7.3	-13.0	0.0	-4.0	-16.7	-17.9	-25.9	-27.2	-3.8
NPY Y1 blocker	5.6	9.8	2.6	nt	-5.7	0.6	3.9	-0.3	0.6	-3.3
p47phox inh	5.7	-31.1	-16.0	-8.0	-10.4	-9.2	-4.2	6.4	-33.4	-70.3
Ba/F3 V617F tox	-0.4	-1.1	4.4	-4.1	-2.8	-0.8	-0.6	5.5	-0.5	-2.5
CHOP inh	-3.3	-9.8	40.5	-19.9	4.6	14.7	21.5	-32.4	2.6	93.8*

(11) CCCN1CCN(C(=S)Nc2ccc(SC(F)F)cc2)CC1
(12) CCCCCc1nc2c(c3c1CCCC3)CCCC2
(13) S=C(NCCCN1CCOCC1)NC1CCCC1
(14) Cc1cccc(NC(=S)Nc2ccc(Cl)c(Cl)c2)c1
(15) CC1CCCN(c2nc3c(c(=O)n(C)c(=O)n3C)n2CCSc2nc3ccccc3s2)C1 (stereo not given)
(16) O=C(Nc1ccc2c(c1)nc1n2CCSC1)c1ccccc1
(17) Cc1nc([N+](=O)[O-])c(C(=O)O)n1C
(18) CCOC(=O)C1(S(=O)(=O)c2ccc(Cl)cc2)CCN(Cc2ccc(Cl)cc2)CC1
(19) Cc1cc(-c2ccccc2)n2ncc(C#N)c2n1
(20) CCOC(=O)N1CCN(c2c(Nc3cc(C)[nH]n3)c(=O)c2=O)CC1

entry no.	11	12	13	14	15	16	17	18	19	20
S1P4 ag	1.6	-0.7	-2.4	4.5	-1.4	-2.2	1.9	1.2	0.6	-1.5
NPY2 pot ag	-1.3	-32.5	-7.6	15.8	-7.6	-22.3	-2.7	-5.4	4.9	-5.6
BaF3 parental	12.5	0.9	11.6	-0.7	3.5	5.9	4.7	5.7	2.9	3.2
NPY-Y1 PAM-ag	14.3	-5.6	-9.1	15.2	-3.4	-8.7	16.7	-20.4	-4.5	-5.7
S1P4 antag	5.4	-0.6	-23.8	-10.4	-3.8	-12.7	-12.7	3.3	-20.3	-0.6
NPY Y1 blocker	-3.5	nt	-2.8	1.7	6.5	2.2	-3.0	4.6	0.5	0.6
p47phox inh	-11.4	-11.3	-8.5	-7.2	-9.8	-9.1	-7.8	-12.2	2.6	-7.9
Ba/F3 V617F tox	2.0	-3.6	7.8	-4.6	0.2	4.9	-3.3	-0.3	-2.6	-0.1
CHOP inh	0.4	32.7	12.8	13.5	64.4	38.2	13.4	-8.5	22.8	14.7

Exported with two lines to a compound: entries from further up
The line under a structure holds: S1P4 ag | NPY2 pot ag | BaF3 parental | NPY-Y1 PAM-ag | S1P4 antag | NPY Y1 blocker | p47phox inh | Ba/F3 V617F tox | CHOP inh
9) Cc1noc(NS(=O)(=O)c2ccc(N/C=C\C(=O)c3ccc(Br)cc3)cc2)c1C
    -1.3 | -11.0 | 5.4 | 2.6 | -27.2 | 0.6 | -33.4 | -0.5 | 2.6
10) CCN(CC)c1ccc2c(Cl)cc(=O)oc2c1
    6.2 | -14.5 | 0.6 | 9.4 | -3.8 | -3.3 | -70.3 | -2.5 | 93.8*
11) CCCN1CCN(C(=S)Nc2ccc(SC(F)F)cc2)CC1
    1.6 | -1.3 | 12.5 | 14.3 | 5.4 | -3.5 | -11.4 | 2.0 | 0.4
12) CCCCCc1nc2c(c3c1CCCC3)CCCC2
    -0.7 | -32.5 | 0.9 | -5.6 | -0.6 | nt | -11.3 | -3.6 | 32.7
13) S=C(NCCCN1CCOCC1)NC1CCCC1
    -2.4 | -7.6 | 11.6 | -9.1 | -23.8 | -2.8 | -8.5 | 7.8 | 12.8
14) Cc1cccc(NC(=S)Nc2ccc(Cl)c(Cl)c2)c1
    4.5 | 15.8 | -0.7 | 15.2 | -10.4 | 1.7 | -7.2 | -4.6 | 13.5
15) CC1CCCN(c2nc3c(c(=O)n(C)c(=O)n3C)n2CCSc2nc3ccccc3s2)C1 (stereo not given)
    -1.4 | -7.6 | 3.5 | -3.4 | -3.8 | 6.5 | -9.8 | 0.2 | 64.4
16) O=C(Nc1ccc2c(c1)nc1n2CCSC1)c1ccccc1
    -2.2 | -22.3 | 5.9 | -8.7 | -12.7 | 2.2 | -9.1 | 4.9 | 38.2
17) Cc1nc([N+](=O)[O-])c(C(=O)O)n1C
    1.9 | -2.7 | 4.7 | 16.7 | -12.7 | -3.0 | -7.8 | -3.3 | 13.4

Further structures.
(21) NC(=O)c1ccccc1OCC(=O)O
(22) O=C(OCC(=O)c1c[nH]c2ccccc12)c1ccc([N+](=O)[O-])s1
(23) Cc1ccnc2nc(C(=O)Nc3nc(-c4ccccn4)cs3)nn12
(24) C/C(CC(=O)Nc1ccc2c(c1)OCO2)=N\NC(=O)c1ccc(N)cc1
(25) CCn1c2ccccc2c2cc(NC(=O)C(C)Oc3ccc(OC)cc3)ccc21 (stereo not given)
(26) CCOc1cccc2c1OC(c1cc(OC)c(OC)c(OC)c1)N1N=C(c3ccc(C)o3)CC21 (stereo not given)
(27) CCOC(=O)C1=C(C)NC2=C(C(=O)C(C(=O)OCC)C(c3ccc(OC)cc3)C2)C1c1ccccn1 (stereo not given)
(28) CCCCOC(=O)c1ccc(NC(=O)/C=C/c2cccs2)cc1
(29) CS(=O)(=O)N(CC(=O)Nc1cccc(F)c1)c1cccc([N+](=O)[O-])c1
(30) CCn1nnc(NC(=O)c2ccc(C(C)(C)C)cc2)n1

entry no.	21	22	23	24	25	26	27	28	29	30
S1P4 ag	2.2	0.4	-0.5	2.0	-2.5	-0.1	0.0	0.2	-0.9	1.4
NPY2 pot ag	0.1	19.9	0.8	-6.4	-13.6	1.6	-14.4	-3.5	8.5	9.8
BaF3 parental	-0.2	-0.6	13.2	-0.9	2.9	12.0	-1.1	4.4	2.5	2.3
NPY-Y1 PAM-ag	-10.5	7.3	8.5	19.7	2.7	-24.0	4.9	-54.5	-9.2	-0.9
S1P4 antag	-5.1	-11.8	-15.4	2.6	-5.8	-7.6	9.8	-3.0	-7.4	8.7
NPY Y1 blocker	-2.0	1.3	-1.0	nt	0.5	-0.3	2.7	10.5	-4.3	1.8
p47phox inh	2.9	-0.2	-11.8	-15.4	-14.9	-75.7	-9.2	-50.2	-6.7	-12.4
Ba/F3 V617F tox	-4.2	-3.0	2.5	-0.9	3.8	3.4	-2.7	0.6	-3.3	3.0
CHOP inh	14.3	38.0	24.3	5.4	27.2	3.5	0.5	74.8*	21.7	22.4

(31) CC(C)CC(NC(=O)C1CCC(C)CC1)C(=O)Nc1cccnc1 (stereo not given)
(32) O=C(CN1CCC(n2cnc3cc(F)ccc32)CC1)Nc1ccccc1Br
(33) Cc1cc(NC(=O)C2CCN(S(=O)(=O)Cc3ccccc3)CC2)ccc1-n1cnnn1
(34) C/C(=N\NC(=S)NC(C)C)c1ccco1
(35) CCN(CC)S(=O)(=O)c1ccc(NC(=O)C2c3ccccc3Oc3ccccc32)cc1
(36) O=C(c1ccco1)N1CCN(C2CC(=O)N(c3ccc4c(c3)OCO4)C2=O)CC1 (stereo not given)
(37) Cc1cc(N)n2ncc(-c3ccccc3)c2n1
(38) O=C(CCS(=O)(=O)c1ccc(Cl)cc1)NCCc1c[nH]c2ccccc12
(39) CC(=O)c1cc(-c2ccccc2)n(CC(=O)NCc2cccs2)c1C
(40) COc1ccc(OC)c(NC(=O)[C@H]2CC=CC[C@H]2C(=O)O)c1

entry no.	31	32	33	34	35	36	37	38	39	40
S1P4 ag	-1.4	0.1	-0.8	-1.1	2.7	1.9	3.4	-0.1	0.0	0.9
NPY2 pot ag	2.4	1.2	-2.5	-2.0	3.3	6.8	6.4	8.6	11.7	-4.6
BaF3 parental	0.1	3.2	16.0	2.1	1.0	2.2	-0.1	4.1	3.2	2.9
NPY-Y1 PAM-ag	4.1	18.9	-38.8	-7.6	-6.3	11.2	19.2	12.5	-5.1	5.2
S1P4 antag	-26.2	10.9	6.4	-11.6	-13.7	-23.6	7.2	-14.3	-7.1	-11.7
NPY Y1 blocker	3.7	6.6	0.4	2.8	5.8	-4.2	-5.5	-1.4	3.4	-1.3
p47phox inh	-11.9	-2.4	-1.4	-10.3	-20.6	-11.5	-14.6	-34.0	0.4	-7.2
Ba/F3 V617F tox	-2.1	-2.3	3.4	-1.4	-1.1	-4.0	-3.0	-0.4	-4.9	0.0
CHOP inh	13.0	48.2	4.7	-9.8	50.8	30.8	-8.4	-9.2	2.5	21.4

(41) O=C(NCCN1CCCC1)c1ccc2c(=O)n(CCc3ccccc3)c(=O)[nH]c2c1
(42) COc1ccc2[nH]c(=O)c(CN(CCc3cccc(C)c3)C(C)=O)cc2c1
(43) CCCC(C)c1nnc(NC(=O)CS(=O)(=O)Cc2ccccc2)s1 (stereo not given)
(44) Clc1ncc2[nH]cnc2n1
(45) CCOC(=O)c1c(NC(=O)CS(=O)(=O)c2cn(CC)c3ccccc23)sc2c1CCCC2
(46) O=C(O)CCC(=O)NNC(=O)c1ccc(-c2ccccc2)cc1
(47) O=C(COc1cccc2cccnc12)N/N=C1\SCC(=O)N1CCc1ccccc1
(48) O=C(Nc1ccc2nc(-c3ccc(Br)o3)[nH]c2c1)c1cccs1
(49) C=CCN(c1ccc(C(=O)NCCc2ccccc2)cc1)S(C)(=O)=O

entry no.	41	42	43	44	45	46	47	48	49
S1P4 ag	1.3	1.8	0.2	0.6	-0.7	0.0	0.1	0.2	0.0
NPY2 pot ag	14.0	7.2	-16.3	-3.2	-1.6	-2.7	-13.6	-19.2	4.3
BaF3 parental	-3.8	3.3	1.9	-0.8	2.2	2.8	5.1	8.1	4.1
NPY-Y1 PAM-ag	15.0	-15.1	1.5	-10.2	-9.5	-6.5	7.4	-13.8	-0.8
S1P4 antag	-17.6	4.9	-22.9	-4.1	20.7	-21.1	15.7	-12.7	-12.1
NPY Y1 blocker	5.1	5.4	3.6	-1.5	3.2	8.1	2.3	21.5*	3.1
p47phox inh	-8.0	8.8	-9.7	-10.9	-19.0	-2.7	5.0	-18.2	1.3
Ba/F3 V617F tox	-0.7	-2.5	0.9	0.3	-3.8	-1.0	0.8	5.1	-2.1
CHOP inh	-0.6	4.1	21.6	-5.2	-9.9	3.9	17.4	12.8	-16.4
